CHT inh: inhibitors of human choline transporter CHT; B-score at 10 µM; CHT-expressing cells, membrane potential dye, choline response; hits give low values; 310,000 tested, 0.86% active; High affinity choline transporter 1 (Homo sapiens), Q9GZV3; AID 488975, 2010;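 active means B-score over 3 SD under the library average, and starting fluorescence ratio not unusually high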;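 further: choline stimulus applied at its EC90 after an EC20 pre-addition; B-score computed on integrated fluorescence ratio after choline addition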
Target sequence (Q9GZV3 whole entry, looked up): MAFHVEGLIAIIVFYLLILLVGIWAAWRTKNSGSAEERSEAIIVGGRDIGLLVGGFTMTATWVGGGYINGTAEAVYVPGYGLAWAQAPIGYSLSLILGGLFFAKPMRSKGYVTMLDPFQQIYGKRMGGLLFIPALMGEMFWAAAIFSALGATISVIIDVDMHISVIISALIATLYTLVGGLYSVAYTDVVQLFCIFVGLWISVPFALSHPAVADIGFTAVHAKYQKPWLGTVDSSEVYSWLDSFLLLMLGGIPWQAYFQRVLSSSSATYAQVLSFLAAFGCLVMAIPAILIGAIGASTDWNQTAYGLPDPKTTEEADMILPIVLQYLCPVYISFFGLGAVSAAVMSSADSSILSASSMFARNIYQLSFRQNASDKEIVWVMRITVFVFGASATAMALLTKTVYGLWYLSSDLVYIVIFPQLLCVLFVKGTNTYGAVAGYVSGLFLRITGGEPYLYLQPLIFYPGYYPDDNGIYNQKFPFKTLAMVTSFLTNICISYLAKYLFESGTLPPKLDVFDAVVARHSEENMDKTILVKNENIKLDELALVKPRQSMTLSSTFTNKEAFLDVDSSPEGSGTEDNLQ
CHT PAM: CHT positive allosteric modulators, primary screen, cell-based, membrane potential dye, choline EC20; CHT-expressing cells; hits give high values; LV-AA mutant CHT in HEK293 cells; B-score at 10 µM; AID 488977, 2010; 310,000 tested, 0.49% active;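 active means initial fluorescence not abnormally high and integrated response B-score, plate-corrected, over 3 SD above library mean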
The depositor's hits bear a star.

`COc1ccc(CN(CCN)C2CC(C)N(C)CC2C)cc1` (stereo not given) gave CHT inh inactive and CHT PAM inactive.
For CC(C)CC(NS(=O)(=O)c1cc(C(=O)O)ccc1Cl)C(=O)O (stereo not given) the results were CHT inh inactive and CHT PAM inactive.
Screening O=C(CN1C2CCCC1CC(NC(=O)c1ccco1)C2)Nc1ccccc1 (stereo not given) returned CHT inh inactive and CHT PAM inactive.
CCOc1ccc(-n2c(SC(C)C)nc3c(c2=O)SCC3)cc1 was read as CHT inh inactive and CHT PAM inactive.
`COc1ccc(Cn2cc(F)c(=O)n(C)c2=O)cc1[N+](=O)[O-]` gave CHT inh inactive and CHT PAM inactive.
Screening CSc1cccc(NC(=O)CCCOc2ccccc2)c1 returned CHT inh inactive and CHT PAM inactive.
For O=C(Nc1ccc(F)cc1)N1CCOCC1 the results were CHT inh inactive and CHT PAM inactive.
Screening Cn1c(=O)c2c(nc(N3CCCCCC3)n2CC(=O)c2ccccc2)n(C)c1=O returned CHT inh inactive and CHT PAM inactive.
For N#Cc1nc(-c2ccco2)oc1NCCCN1CCOCC1 the results were CHT inh inactive and CHT PAM inactive.
`COc1cc(/C=C2\C(=N)N3N=C(S(C)(=O)=O)SC3=NC2=O)ccc1OS(=O)(=O)c1ccc(C)cc1` gave CHT inh inactive and CHT PAM inactive.
Screening O=C(NNC(=S)Nc1ccc(Cl)c(Cl)c1)c1cccc([N+](=O)[O-])c1 returned CHT inh inactive and CHT PAM inactive.
Screening O=C(CN(C1CCCCC1)C1CCCCC1)N1CCc2ccccc2C1 returned CHT inh inactive and CHT PAM inactive.

Overlap with the part before: 2 compounds; new compounds follow.
Screening O=C(NNC(=S)Nc1ccc(Cl)c(Cl)c1)c1cccc([N+](=O)[O-])c1 returned CHT inh inactive and CHT PAM inactive.
Screening O=C(CN(C1CCCCC1)C1CCCCC1)N1CCc2ccccc2C1 returned CHT inh inactive and CHT PAM inactive.
`CC(C)Cc1cc(C(=O)NCc2cccs2)no1` gave CHT inh inactive and CHT PAM inactive.
For Cc1ccc(CS(=O)(=O)c2ncc(Cl)c(C(=O)Nc3nnc(C)s3)n2)cc1 the results were CHT inh -9.4* and CHT PAM inactive.
`C/C(NC(=O)c1ccccc1F)=C1\C(=O)C[C@@H]2[C@H]1C2(C)C` gave CHT inh inactive and CHT PAM inactive.
For O=C(COC(=O)/C=C/c1ccco1)Nc1ncc(C(F)(F)F)cc1Cl the results were CHT inh inactive and CHT PAM inactive.
For CN1C(C(=O)NCc2cccc(C(F)(F)F)c2)CC2Cn3c(nc4ccccc43)C21 (stereo not given) the results were CHT inh inactive and CHT PAM inactive.
`O=C(c1cccc([N+](=O)[O-])c1)N1CCOCC1` gave CHT inh inactive and CHT PAM inactive.
For COc1ccc(OC)c(NC(=O)CN2C(=O)CSc3ccc(S(=O)(=O)N4CCCC4)cc32)c1 the results were CHT inh inactive and CHT PAM inactive.
For COc1ccc2nc(N/C(N)=N/C(=S)Nc3c(C)cccc3C)nc(C)c2c1 the results were CHT inh inactive and CHT PAM 7.1*.
`Cc1cc(C)n(-c2ccc(C(=O)OCc3nnc(-c4ccccc4)o3)cc2)n1` gave CHT inh inactive and CHT PAM inactive.
Screening COc1cc(C(=O)Nn2c(C)nc3ccccc3c2=O)cc(OC)c1OC returned CHT inh inactive and CHT PAM inactive.
`CCOC(=O)c1c(NC(=O)c2ccccc2Br)sc2c1CCc1ccccc1-2` gave CHT inh inactive and CHT PAM inactive.
For Oc1c(C(c2cccs2)N2CCOCC2)sc2ncnn12 (stereo not given) the results were CHT inh inactive and CHT PAM inactive.
For Cc1ccccc1-c1nc(CS(=O)(=O)CC(=O)NCCN2CCCC2)c(C)o1 the results were CHT inh inactive and CHT PAM inactive.
`Cc1cc(C)c2c(c1)c(C)cc1nnc(SCC(=O)NCc3ccco3)n12` gave CHT inh inactive and CHT PAM inactive.
Screening COc1cc(CN2CCCC(C(=O)c3ccc(C(C)(C)C)cc3)C2)cc(OC)c1O (stereo not given) returned CHT inh inactive and CHT PAM inactive.
Screening CNC(=O)NC(=O)C(C)OC(=O)c1c2c(nc3ccccc13)/C(=C/c1cccs1)CC2 (stereo not given) returned CHT inh inactive and CHT PAM inactive.
For CCN=C1S/C(=C\c2ccc(OCC)c(OC)c2)C(=O)N1CC the results were CHT inh inactive and CHT PAM inactive.
For O=C(c1cccc(Cl)c1)N(Cc1ccco1)C1CCS(=O)(=O)C1 (stereo not given) the results were CHT inh inactive and CHT PAM inactive.
CC1CCCCN1CCNC(=O)CCc1nnc2n(Cc3ccccc3)c(=O)c3ccccc3n12 (stereo not given) was read as CHT inh inactive and CHT PAM inactive.
O=C(c1cccc([N+](=O)[O-])c1)N1CC2C3C=CC(C3)C2C1 (stereo not given) was read as CHT inh inactive and CHT PAM inactive.
COc1ccc(NC(=O)c2cc3ccc(O)cc3o/c2=N\O)cc1 was read as CHT inh inactive and CHT PAM inactive.
CC(=O)Nc1ccc(S(=O)(=O)NCC(=O)OCc2cc(=O)oc3ccc4ccccc4c23)cc1 was read as CHT inh inactive and CHT PAM inactive.
`CCOC(=O)C1CCN(S(=O)(=O)c2ccc(OC)c(OC)c2)CC1` gave CHT inh inactive and CHT PAM inactive.
For Cn1cccc1C(=O)NC(=O)COC(=O)CNC(=O)c1ccc(Cl)cc1Cl the results were CHT inh inactive and CHT PAM inactive.

Structural class, the entries above containing a thiophene ring, fused or not
`CC(C)Cc1cc(C(=O)NCc2cccs2)no1` gave CHT inh inactive and CHT PAM inactive.
`CCOC(=O)c1c(NC(=O)c2ccccc2Br)sc2c1CCc1ccccc1-2` gave CHT inh inactive and CHT PAM inactive.
For Oc1c(C(c2cccs2)N2CCOCC2)sc2ncnn12 (stereo not given) the results were CHT inh inactive and CHT PAM inactive.
Screening CNC(=O)NC(=O)C(C)OC(=O)c1c2c(nc3ccccc13)/C(=C/c1cccs1)CC2 (stereo not given) returned CHT inh inactive and CHT PAM inactive.

Next section
Cc1ccc(Nc2ncnc(N)n2)cc1C was read as CHT inh inactive and CHT PAM inactive.
`CN(C)CCN(C(=O)C1CCN(S(=O)(=O)c2cccs2)CC1)c1nc2ccc(F)cc2s1` gave CHT inh inactive and CHT PAM inactive.
`Cc1ccc(CNC(=O)CCCn2c(=O)c3ccccc3n(CC(=O)NCc3ccco3)c2=O)cc1` gave CHT inh inactive and CHT PAM inactive.
For Brc1ccc(/C=N/N2CCN(C3c4ccccc4-c4ccccc43)CC2)s1 the results were CHT inh inactive and CHT PAM inactive.
`Cc1cc(-c2nnc(CCC(=O)N3CCN(Cc4cccc(F)c4)CC3)o2)c(C)o1` gave CHT inh inactive and CHT PAM inactive.
`CN(C)c1ccc(NC(=O)COC(=O)CCC(=O)c2ccc(F)cc2)cc1` gave CHT inh inactive and CHT PAM inactive.
`CCCS(=O)(=O)N1CCN=C1SCc1cccc(C)c1` gave CHT inh inactive and CHT PAM inactive.
For CCN(CC)C(=O)C1CCCN(c2ccc([N+](=O)[O-])cc2)C1 (stereo not given) the results were CHT inh inactive and CHT PAM inactive.
For CC(C)COc1nc2ccccc2nc1N1CCN(C)CC1 the results were CHT inh -6* and CHT PAM inactive.
O=C(CN1CCN(CCOCCO)CC1)N1c2ccccc2Sc2ccc(Cl)cc21 was read as CHT inh inactive and CHT PAM inactive.
C(=N\c1nccs1)/c1c[nH]c2ccccc12 was read as CHT inh inactive and CHT PAM inactive.
`COc1ccc(Cc2nnc(N/N=C/c3ccccc3O)[nH]c2=O)cc1OC` gave CHT inh inactive and CHT PAM inactive.
For Cc1ccc(S(=O)(=O)NC(=O)NCCc2ccccc2)cc1 the results were CHT inh inactive and CHT PAM inactive.
CC(=O)Nc1ccc(S(=O)(=O)N2CCN(c3nc(NC4CCCC4)c4ccccc4n3)CC2)cc1 was read as CHT inh inactive and CHT PAM inactive.
For O=C(CN(Cc1ccccc1)C(=O)c1csnn1)NCc1ccc2c(c1)OCO2 the results were CHT inh inactive and CHT PAM inactive.
O=C1C2C3CCC(C3)C2C(=O)N1Cc1ccccc1 (stereo not given) was read as CHT inh inactive and CHT PAM inactive.
Screening CCOc1ccc(NC(=O)N2CCC(NC(=O)C(Cc3cccc(F)c3)NC(C)=O)CC2)cc1 (stereo not given) returned CHT inh inactive and CHT PAM inactive.
`CCOC(=O)N1CCN(C(=O)c2ccc(NS(C)(=O)=O)cc2)CC1` gave CHT inh inactive and CHT PAM inactive.
For CN(c1ncc(C(F)(F)F)cc1Cl)N1C(=O)c2cccc(N)c2C1=O the results were CHT inh inactive and CHT PAM inactive.
COc1ccc(CC(=O)Nc2ccc(-c3nnc(-c4ccccc4)o3)cc2)cc1OC was read as CHT inh inactive and CHT PAM inactive.
Screening O=C(NCc1ccc2c(c1)OCO2)c1ccc(Cl)c(S(=O)(=O)NCc2ccccc2)c1 returned CHT inh inactive and CHT PAM inactive.
Nc1cccc2nc3ccccc3cc12 was read as CHT inh inactive and CHT PAM 13*.
COc1ccc(CC(=O)NNC(=O)c2c(-c3ccccc3Cl)noc2C)cc1OC was read as CHT inh inactive and CHT PAM inactive.
Screening CC(C)Cn1c(=O)oc2ccccc21 returned CHT inh inactive and CHT PAM inactive.
Screening CS(=O)(=O)c1cccc(NC(=O)c2ccc(Cl)c(Cl)c2)c1 returned CHT inh inactive and CHT PAM inactive.
COc1ccc(C(=O)Nc2c(C)cc(C)cc2C)cc1OC was read as CHT inh inactive and CHT PAM inactive.
COCCNC(=O)/C(C#N)=C/c1cccc(OCc2ccccc2)c1 was read as CHT inh inactive and CHT PAM inactive.
COc1ccc2c(c1)c1ncn(CC3CCCO3)c(=O)c1n2C (stereo not given) was read as CHT inh inactive and CHT PAM inactive.
Screening Clc1ccccc1OCc1nnc(-c2ccccc2)o1 returned CHT inh inactive and CHT PAM inactive.
CCC1(C)CC2(CCCN(CCC(O)(c3ccccc3)c3ccccc3)C2)CCO1 (stereo not given) was read as CHT inh inactive and CHT PAM inactive.
`NCC(c1ccccc1)c1c[nH]c2ccccc12` (stereo not given) gave CHT inh inactive and CHT PAM inactive.
For CCOC(=O)c1c(NC(=O)c2ccc(S(=O)(=O)N3CCOCC3)cc2)sc2c1CC(C)(C)NC2(C)C the results were CHT inh inactive and CHT PAM inactive.
For COc1cc(NC(=O)CSc2nnnn2Cc2ccccc2)cc(OC)c1 the results were CHT inh inactive and CHT PAM inactive.
For CCOc1ccc(OCc2ccc(C(=O)NCC3CCCO3)o2)cc1 (stereo not given) the results were CHT inh inactive and CHT PAM inactive.
`COc1ccc(CN2C(=O)[C@@H]3C(c4ccccc4Cl)=NO[C@@H]3C2=O)cc1` gave CHT inh inactive and CHT PAM inactive.
CCOC(=O)C1CCN(C(c2cc3ccc(C)cc3[nH]c2=O)c2nnnn2C2CCCCC2)CC1 (stereo not given) was read as CHT inh inactive and CHT PAM inactive.
`CCOC(=O)c1[nH]c2ccc(OC)cc2c1NC(=S)N1CCN(c2ccccn2)CC1` gave CHT inh inactive and CHT PAM inactive.
Screening Cn1ccsc1=NC(=O)c1ccc(S(=O)(=O)C(F)F)cc1 returned CHT inh inactive and CHT PAM inactive.
For Cc1ccc(CSC2=Nc3ccccc3C3=NC(CC(=O)NCc4ccco4)C(=O)N23)cc1 (stereo not given) the results were CHT inh inactive and CHT PAM inactive.
Screening CN(C)S(=O)(=O)c1cccc(C(=O)NCC(=O)NC2CCN(Cc3ccccc3)CC2)c1 returned CHT inh inactive and CHT PAM inactive.
For O=C(CCCOc1ccccc1)n1nnc2ccccc21 the results were CHT inh inactive and CHT PAM inactive.
Screening CC1CCN(c2c(NCc3ccc(C(=O)N4CCc5ccccc54)cc3)c(=O)c2=O)CC1 returned CHT inh inactive and CHT PAM inactive.
For COc1cc(C(=O)Nc2nc3ccc(C)cc3s2)ccc1OCc1c(C)noc1C the results were CHT inh inactive and CHT PAM inactive.
O=C(Nc1ccccc1)c1cccc(C(=O)Nc2ccccc2)n1 was read as CHT inh inactive and CHT PAM inactive.
CCOC(=O)CSC1=N/C(=C/c2ccc(-n3cncn3)cc2)C(=O)N1C(C)=O was read as CHT inh inactive and CHT PAM inactive.
CC(C)CNC(=O)N[C@@H](CC(C)C)C(=O)O was read as CHT inh inactive and CHT PAM inactive.
Screening CCOc1cc(Br)c(C(=O)O)cc1OCC returned CHT inh inactive and CHT PAM inactive.
Screening COC(=O)COc1ccc2oc(=O)cc(C)c2c1 returned CHT inh inactive and CHT PAM inactive.
Screening COc1ccc(C)cc1C1=Nc2ccccc2C1(C)C returned CHT inh inactive and CHT PAM inactive.
CCCCOc1ccc(C(O)(CC)CCN2CCOCC2)cc1 (stereo not given) was read as CHT inh inactive and CHT PAM inactive.
`CC1CCc2c(C(=O)Nc3ccc(OC(F)(F)F)cc3)csc2C1` (stereo not given) gave CHT inh inactive and CHT PAM inactive.
`CCc1c(C(=O)N/N=C/c2cn[nH]c2-c2ccc(F)cc2)csc1C` gave CHT inh inactive and CHT PAM inactive.
For Cc1ccc(NC(=O)Cn2cc(C=O)c3ccccc32)cc1C the results were CHT inh inactive and CHT PAM inactive.
Cn1c(Cn2c(=O)sc3ccccc32)nnc1SCC(=O)NCC1CCCO1 (stereo not given) was read as CHT inh inactive and CHT PAM inactive.
CCOC(=O)N1CCN(c2ccccc2OC)CC1 was read as CHT inh inactive and CHT PAM inactive.
`CS(=O)(=O)c1sc(C(=O)NC(=O)Nc2cccc(C(F)(F)F)c2)c2c1C=CCC2` gave CHT inh inactive and CHT PAM inactive.
`Cc1ccc(-n2c(SCC(=O)OC(C)C)nnc2-c2ccncc2)cc1` gave CHT inh inactive and CHT PAM inactive.
Screening Cc1ccc(S(=O)(=O)n2nc(OC(=O)c3cccs3)cc2N)cc1 returned CHT inh inactive and CHT PAM inactive.

Pulled by compound from above (3):
CCOC(=O)N1CCN(c2ccccc2OC)CC1 was read as CHT inh inactive and CHT PAM inactive.
CCCCOc1ccc(C(O)(CC)CCN2CCOCC2)cc1 (stereo not given) was read as CHT inh inactive and CHT PAM inactive.
`CC1CCc2c(C(=O)Nc3ccc(OC(F)(F)F)cc3)csc2C1` (stereo not given) gave CHT inh inactive and CHT PAM inactive.

Assay outcomes: PubChem, Johns Hopkins Ion Channel Center
